HKDC1 inhibitor = HKDC1 (human) hexokinase inhibition; actives 0.16% (n = 340,000); recombinant HKDC1, G6PDH/diaphorase resazurin coupled fluorescence; AID 493160; inhibition, % at 20 µM; Q2TB90;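 active means inhibition above about 35% when tested at 20 µM, limit read from the data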;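 further: plate controls were DMSO wells with enzyme for no effect and DMSO wells lacking enzyme for full effect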
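Material – in-house recombinant HK5 (HKDC1) enzyme · Quantity – HKDC1 at 5 µg/mL · Buffer or medium – pH 8.0 Tris buffer with 10 mM MgCl2 · Reagent – glucose with 1 mM ATP · Dosing – single 20 µM dose · Times – reaction time 90 min, room temperature, protected from light · Technique – resorufin fluorescence at 613 nm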
SENP7 inh = blocks the human protease SENP7; Q9BQF6; recombinant SENP7, Z-RLRGG-aminoluciferin luminescence, 40 min; inhibition, % at 5 µM; actives 1.5% (n = 330,000); AID 434973;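 active means inhibition above about 50% at the single test dose, limit read from the data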;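 further: plate controls were DMSO with enzyme for no effect and no enzyme buffer wells for full effect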
Target sequence (Q9BQF6 706-1050 limits assumed): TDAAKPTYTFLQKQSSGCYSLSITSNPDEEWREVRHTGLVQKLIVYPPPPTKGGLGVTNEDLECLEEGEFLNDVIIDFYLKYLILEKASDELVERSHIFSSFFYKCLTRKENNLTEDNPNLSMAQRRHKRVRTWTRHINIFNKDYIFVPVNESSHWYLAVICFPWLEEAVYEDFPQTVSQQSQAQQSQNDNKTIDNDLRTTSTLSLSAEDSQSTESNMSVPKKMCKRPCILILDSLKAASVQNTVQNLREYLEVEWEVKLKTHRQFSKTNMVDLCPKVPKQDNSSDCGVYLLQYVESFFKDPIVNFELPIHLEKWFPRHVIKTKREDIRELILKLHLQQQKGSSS
SENP1 FRET inh = SENP1 (human) catalytic domain inhibition; Q9P0U3; recombinant SENP1 catalytic domain, CyPet-SUMO1-YPet FRET cleavage; inhibition, % at 10 µM; actives 0.21% (n = 360,000); AID 624204;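 active means inhibition at least 30% at 10 µM, raw YFP signal under a set limit, fluorescence ratio 0.5 to 1.5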;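 further: 0% = enzyme with DMSO and 100% = no enzyme wells; some results filed as inactive read as strong as hits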
Target sequence (Q9P0U3 419-644 limits assumed): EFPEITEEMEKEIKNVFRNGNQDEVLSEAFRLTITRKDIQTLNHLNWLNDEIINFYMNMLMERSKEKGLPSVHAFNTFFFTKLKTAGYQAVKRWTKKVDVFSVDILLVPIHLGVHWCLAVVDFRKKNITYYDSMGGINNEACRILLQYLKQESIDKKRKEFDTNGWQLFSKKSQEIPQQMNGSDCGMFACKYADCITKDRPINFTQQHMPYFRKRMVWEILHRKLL
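material = recombinant human SENP1 catalytic domain, His6-tagged | quantity = 20 pM enzyme | reagent = 25 nM SUMO1 FRET substrate | compound dosing = 10 µM single point, 0.5% DMSO | timing = 50 min enzyme reaction, room temperature, light-protected | detection = FRET, CFP and YFP emission | control set = no-enzyme low, enzyme-DMSO high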
PfGluPho inh = PfG6PD (Plasmodium falciparum) enzyme inhibition. PfGluPho enzyme, NADPH resazurin-diaphorase fluorescence. inhibition, % at 20 µM. actives 0.78% (n = 350,000). AID 504690;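 active means inhibition reaching at least a set limit at 20 µM in the primary screen, cut at about 59% in these data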;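 further: 0% = DMSO wells with substrate and 100% = DMSO wells lacking glucose-6-phosphate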
NALP3 yeast inh = blocks the NALP3 inflammasome reconstituted in yeast. AID 2825. actives 0.39% (n = 330,000). inhibition, % at 10 µM. Yeast reconstituted NLRP3/ASC/caspase-1, beta-gal luminescence, 24 h;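 active means inhibition of 50% or more; inactive means inhibition below 50%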;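 further: plate controls were induced DMSO wells for no effect and uninduced yeast grown without galactose for full effect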
SENP6 inh = SENP6 protease inhibition | inhibition, % at 10 µM | Recombinant SENP6 catalytic domain, aminoluciferin luminescence | actives 1.8% (n = 330,000);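 active means inhibition above about 50% at the single tested dose, limit read from the data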;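 further: plate controls were DMSO wells with enzyme for no effect and DMSO wells lacking enzyme for full effect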
SENP8 block-1 = SENP8 (human) protease inhibition; Q96LD8; inhibition, % at 20 µM; actives 0.64% (n = 360,000); AID 602440; recombinant SENP8, Nedd8 substrate fluorescence; in the data active means inhibition mostly above about 40%, no sharp cut-off; inactive means mostly below about 27%
Target sequence (Q96LD8 whole entry, looked up): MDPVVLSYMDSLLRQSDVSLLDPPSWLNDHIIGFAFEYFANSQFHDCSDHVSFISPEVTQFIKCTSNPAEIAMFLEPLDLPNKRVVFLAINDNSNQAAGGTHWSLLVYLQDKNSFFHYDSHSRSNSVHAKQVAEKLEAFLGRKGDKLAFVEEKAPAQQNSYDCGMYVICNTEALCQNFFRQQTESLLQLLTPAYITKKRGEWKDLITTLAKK
SENP8 block-2 = inhibitors of human SENP8 protease; Q96LD8; purified SENP8, Z-RLRGG-aminoluciferin cleavage, luminescence; inhibition, % at 10 µM; actives 1.2% (n = 330,000); AID 2540; in the data active means inhibition above about 50%
Apaf1 inhib = inhibitors of human Apaf-1 apoptosome; reconstituted apoptosome caspase-3 activity, DEVD-Rh110 fluorescence; inhibition, % at 20 µM; actives 0.71% (n = 330,000); active means inhibition of at least 40% at 20 µM;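 further: plate controls were DMSO wells for no effect and DEVD-CHO caspase inhibitor wells for full effect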
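Assay system: Apoptosome proteins | Medium: pH 7.5 Hepes buffer with CHAPS, BSA, DTT | Also added: Cytochrome c and DEVD-Rh110 substrate | Times: 30 min plus 50 min, RT | Detection: Rhodamine 110 fluorescence at Ex 480/Em 540 nm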
An asterisk follows results filed as active; · = no result given.

SMILES	HKDC1 inhibitor	SENP7 inh	SENP1 FRET inh	PfGluPho inh	NALP3 yeast inh	SENP6 inh	SENP8 block-1	SENP8 block-2	Apaf1 inhib
COc1ccc(N(C(C)C(=O)N(C)Cc2ccccc2)S(C)(=O)=O)cc1 (stereo not drawn)	6	-1	0	-11	18	10	8	3	-19
CC(C)CC(=O)NS(=O)(=O)c1ccc(N)cc1	-4	-4	3	-6	13	-15	15	1	-8
O=C(CCSCCc1ccccn1)Nc1ccc(Br)cn1	15	6	1	8	2	-8	7	-1	1
Cc1cccc2cc3c(N)c(C(=O)N4CCc5ccccc54)sc3nc12	-4	5	23	5	13	11	-12	2	12
O=C(COC(=O)c1ccc(O)cc1)Nc1cccc(S(=O)(=O)N2CCCCC2)c1	2	2	-1	2	3	9	18	3	1
CCN(CC)CCCNc1nc(N)c([N+](=O)[O-])c(N2CCCCCC2)n1	-4	-2	4	4	9	3	21	7	7
O=C(OCC(=O)N1CCCC1=O)c1nc(Cl)ccc1Cl	-2	-1	-1	2	2	-11	12	-9	-2
Cc1cccc(CN2[C@@H](CC(C)C)COCCS2(=O)=O)c1	2	9	2	-3	2	-7	13	-12	15
COc1cccc(NC(=O)N2CCOCC2)c1	-3	4	1	11	8	-8	2	-9	-2
Cc1nc(Cc2ccccc2)sc1CC#N	-7	·	-4	-2	·	·	3	·	·
O=[N+]([O-])c1ccc(S(=O)(=O)NN=CCCc2ccccc2)cc1	-2	·	4	21	·	·	24	·	·
Nc1nnc(SCc2ccc(Cl)cc2)s1	5	-5	0	3	2	-16	15	-10	1
COc1ccc(-n2nc3c(N4CCC(C(=O)NCCc5ccccc5C)CC4)nnc(C)c3c2C)cc1	-5	4	-1	20	14	-13	-392	5	23
Cc1cccc(N2N=C(C(=O)Nc3ccc(Cl)c(S(=O)(=O)N4CCOCC4)c3)CCC2=O)c1	-2	1	1	-2	18	2	-8	2	-2
COc1ccccc1C1CC(=O)Oc2cc(O)ccc21 (stereo not drawn)	21	9	0	11	·	·	10	·	10
C=CCSc1nc2ccccc2[nH]1	-1	1	3	-5	31	12	29	-5	-4
CN(Cc1ncc[nH]1)Cc1cn(-c2ccccc2)nc1-c1ccc2c(c1)OCO2	-6	6	-1	8	-15	5	-8	-3	-14
CC(c1ccccc1C(O)c1ccccc1)N(C)C (stereo not drawn)	-12	7	3	-1	10	-12	9	-4	-2
CCC1=C2CC[C@H]3C(=O)N(c4ccccc4)C(=O)[C@H]3[C@H]2[C@@]2(C)C(=NCC(=O)OC)OC(=O)N2C1=O	-3	-2	2	-1	22	6	8	6	5
CC(C)(C)NC(=O)CSc1nnc(NC(=O)CCc2ccccc2)s1	-3	3	3	-6	-5	-5	-13	1	-15
N#C/C(=C1\C(=O)Nc2c(Cl)cc(Cl)cc21)c1nnc2n1CCCCC2	8	6	-4	9	12	10	16	0	10
Cc1ccc(C(C)C)c(OCCN(C)C)c1	0	0	2	7	16	-16	17	-3	-1
CN(C)C(CNC(=S)Nc1cccc(Cl)c1)c1ccccc1 (stereo not drawn)	-10	-10	1	14	15	-8	15	-4	10
COc1ccccc1CCc1nnc(CCC(=O)NCC2CCCO2)o1 (stereo not drawn)	-6	2	1	11	3	-4	-3	0	-4
O=C(N/N=C/c1cc([N+](=O)[O-])ccc1O)c1ccc2c(c1)OCCO2	-8	89*	-14	-40	14	93*	-4	85*	3
O=C(c1cnn2c(C(F)F)cc(-c3ccccc3)nc12)N1CCc2ccccc2C1	-2	-7	-10	3	2	11	-270	-5	23
CC1(C)C(c2ccco2)=[N+]([O-])C2(CCCCC2=O)N1O (stereo not drawn)	-4	-5	2	-4	6	3	20	-11	-4
COc1ccc(CNC(=S)Nc2ccccc2C)cc1	-2	3	2	-15	15	6	19	0	-5
CCOC(=O)c1cnn(CCOC(=O)c2ccccc2F)c1NC(=O)c1ccccc1F	-8	-5	-1	-19	5	-6	1	-14	4
CCOC(=O)c1ccc(NCC(O)COc2ccccc2)cc1 (stereo not drawn)	-4	5	3	9	21	1	-1	-1	17
C(=N\Nc1nc2ccccc2[nH]1)/c1cccc2cccnc12	-5	1	-29	0	29	4	-116	0	24
CCOc1ncccc1C(=O)Nc1ccc(F)cc1	-8	0	-3	-2	4	5	20	-8	2
O=C(CC1C(=O)NCCN1Cc1ccc(-c2ccccc2)cc1)NCC1CCOCC1 (stereo not drawn)	-11	1	-11	9	11	7	-47	-1	-1
O=C(CSc1ccccn1)Nc1ccc2c(c1)OCO2	2	-8	-3	0	34	-12	7	-10	-6
Cc1cc(F)ccc1NC(=S)NC1CCCC1	-4	2	1	-5	13	-12	9	7	-6
CCN(CC)c1ccc(N=C2C=CC(=O)C=C2NC(C)=O)cc1	11	·	66*	121*	·	·	28	·	·
CC(C)(O)C#Cc1ccc(C(=O)N2CCC(C(N)=O)(N3CCCCC3)CC2)cc1	5	5	-2	0	9	-3	21	-1	0
CCCOc1ccc(-c2c(C(=O)N/N=C(\C)c3ccco3)nnn2-c2nonc2N)cc1	0	6	2	-15	21	-2	-86	-2	17
C=CCNC(=S)NN=C1CCCCCCC1	-3	-4	2	0	13	-40	6	-11	2
Cc1cc(C(=O)NCc2cccs2)ccc1[N+](=O)[O-]	-6	-4	2	1	12	-25	12	-8	-9
N#Cc1c(-c2ccc(C(F)(F)F)cc2)cc(-c2ccccc2)[nH]c1=S	0	2	1	22	1	-15	-5	-3	1
CCN1C(=O)[C@H]2[C@@H](c3ccc(C)cc3)N3C(=O)N(c4ccc(C(F)(F)F)cc4)C(=O)[C@@]3(CC(C)C)[C@H]2C1=O	4	8	-3	4	20	-10	2	-11	20
CC(=O)c1ccc(Nc2cc(C)nc3nc(C)nn23)cc1	-7	6	-1	20	13	6	-17	5	3
Oc1ccc(C=NN=Cc2ccco2)c(O)c1	-4	·	-20	11	·	·	-18	·	·
COC(=O)c1c(C)cccc1C1CN=NC12Cc1ccccc1C2=O (stereo not drawn)	4	·	-4	18	·	·	20	·	·

Pulled by structure from the entries so far (two):
SMILES	HKDC1 inhibitor	SENP7 inh	SENP1 FRET inh	PfGluPho inh	NALP3 yeast inh	SENP6 inh	SENP8 block-1	SENP8 block-2	Apaf1 inhib
N#Cc1c(-c2ccc(C(F)(F)F)cc2)cc(-c2ccccc2)[nH]c1=S	0	2	1	22	1	-15	-5	-3	1
CCN1C(=O)[C@H]2[C@@H](c3ccc(C)cc3)N3C(=O)N(c4ccc(C(F)(F)F)cc4)C(=O)[C@@]3(CC(C)C)[C@H]2C1=O	4	8	-3	4	20	-10	2	-11	20

Further structures:
SMILES	HKDC1 inhibitor	SENP7 inh	SENP1 FRET inh	PfGluPho inh	NALP3 yeast inh	SENP6 inh	SENP8 block-1	SENP8 block-2	Apaf1 inhib
CCN(CC)Cc1cc(C(=O)O)c(C)o1	-1	1	3	-15	6	-13	6	-5	-4
COCCNC(=O)c1ccc(N2CC3CC(C2)c2cccc(=O)n2C3)c(NC(=O)c2cc(OC)cc(OC)c2)c1 (stereo not drawn)	-6	12	3	0	1	-26	-4	-13	-9
COC(=O)c1c(NC(=O)COC(=O)CCNS(=O)(=O)c2ccc(NC(C)=O)cc2)sc(C)c1C	-1	3	-1	-7	19	2	-34	3	6
COc1ccc(/C=C/C(=O)Nc2ccc(S(=O)(=O)Nc3onc(C)c3C)cc2)cc1OC	-1	1	1	-18	13	-13	-64	7	8
CCOC(=O)CCCCCN(Cc1ccccc1)S(=O)(=O)c1ccc([N+](=O)[O-])cc1	6	1	0	-4	25	7	12	4	12
Cc1cc(NC(=O)Cn2nnc3sc4c(c3c2=O)CCCC4)no1	1	3	0	-5	4	4	6	-7	0
CC(=O)NNc1cc(C)nc(N)n1	6	6	2	6	11	11	6	3	-5
C=CC[C@H]1CC(Cc2ccccc2)=C[C@H](CC=C)N1	-10	3	-2	-1	13	-16	-103	-5	-6
CCSc1nnc(NC(=O)CSc2nc3c(c(=O)n2CCOC)SC(C)C3)s1 (stereo not drawn)	-1	-12	0	-12	-8	-27	0	-8	16
Fc1ccccc1-c1nc(-c2ccc(Br)o2)no1	3	89*	0	0	28	84*	12	85*	9
Cc1ccccc1CSc1nnc(-c2ccccn2)n1C	0	4	1	2	40	-4	14	-3	-17
O=C(Cn1cnc2c(OCc3ccccc3)ncnc21)NCCc1c[nH]c2ccccc12	-1	7	1	0	8	26	12	3	4
O=C(CNC(=O)c1ccco1)NCC(=O)OCc1ccc(Cl)cc1Cl	-1	-12	2	9	3	-19	-4	-5	3
O=C(Cc1ccccc1)Nc1c(C(=O)N2CCOCC2)cnn1-c1ccccc1	5	5	0	-10	-10	-1	2	-10	-28
CCCN(C(=O)COC(=O)CSc1ccc(C(N)=O)cc1[N+](=O)[O-])C1CCS(=O)(=O)C1 (stereo not drawn)	-3	-3	0	-9	18	-17	7	-4	3
O=C(CN1C(=O)NC2(CCCC2)C1=O)Nc1ccccc1F	-11	2	0	-1	17	4	7	8	0
COc1ccc(/C=N/OCC(=O)Nc2nc3ccccc3s2)cc1	-4	54*	1	-4	41	78*	0	53*	14
COc1ccc([C@@H]2[C@@H]3C(=O)N(C(C)(C)C)C(=O)[C@@H]3[C@]3(Cc4ccc(Cl)cc4)C(=O)N(c4ccc(Br)cc4)C(=O)N23)cc1	0	-3	1	18	5	-12	1	-1	11
CN(C)c1cncc(C(=O)O)c1	-2	-1	-1	1	6	-13	-219	-1	-15
Cc1c(OCc2nn[nH]n2)ccc2c3c(c(=O)oc12)CCCC3	9	2	-44	-37	9	0	-182	-3	-4
Cc1ccc(C)c(CN2CCC(CNC(=O)Nc3ccc(C)c(F)c3)CC2)c1	-2	5	1	-2	9	-8	28	-4	15
NC(=S)N/N=C1\c2ccccc2-c2c(C(=O)O)cccc21	-4	-6	0	-12	27	-4	-1	-5	-4
COc1ccc(Cl)cc1NC(=O)C(C)N1CCN(c2ccccn2)CC1 (stereo not drawn)	-2	5	3	9	5	-10	17	-5	14
Cc1cccc(N2CCN(S(=O)(=O)c3ccc4c(c3)CCN4C(=O)CCC(=O)O)CC2)c1C	-12	4	-2	-43	-5	19	14	7	2
Cc1cccc(/C=N/NC(=O)C2CCCNC2=O)c1 (stereo not drawn)	-6	-6	2	2	14	-5	18	3	-6
CCOC(=O)C1=C(C)NC(=O)NC1c1ccco1 (stereo not drawn)	-6	0	-5	-3	-2	-6	5	-3	-25
COc1ccsc1C(=O)NCCN1CCOCC1	-3	-1	1	10	-1	-2	-6	-2	1
O=C(CCCN1C(=O)C(c2ccccc2)Oc2cccnc21)NCc1ccccc1Cl (stereo not drawn)	-3	1	1	0	12	9	6	5	20
CCCCC(=O)N/N=C/c1ccc(N2CCOCC2)c([N+](=O)[O-])c1	-10	·	2	9	·	·	31	·	·

High-throughput results as filed in PubChem.
